# High-throughput results as filed in PubChem.
# KCNH2 3.1 block – inhibitors of human KCNH2 3.1 potassium channel isoform. U2OS KCNH2 3.1, thallium flux FluxOr; hits give low values. activity change, % (tested at about 1.8 µM). hit rate 0.95% among 340,000. AID 720553;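 active = maximum activity change below -70%; inconclusive = maximum activity change from -70% to -50%; inactive = maximum activity change above -50%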;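 note: thallium influx rate constant from kinetic fluorescence after stimulation buffer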
#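 Steps: virus added to U2OS suspension (4 h, RT, dark); medium with 10% FBS added, cells plated, 37 C overnight; FluxOr/Red40 loading buffer 45 min RT; stimulation buffer, 2 min kinetic read; rate constant normalized.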
# KCNH2 WT inh – blocks the wildtype human KCNH2 potassium channel; Q12809; U2OS, BacMam KCNH2, thallium flux FluxOr; hits give low values; activity change, % at 1.84 µM; hit rate 0.37% among 340,000;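 active = maximum activity change below -70%; inconclusive = maximum activity change between -70% and -50%; inactive = maximum activity change above -50%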
# Target sequence (Q12809 whole entry, looked up): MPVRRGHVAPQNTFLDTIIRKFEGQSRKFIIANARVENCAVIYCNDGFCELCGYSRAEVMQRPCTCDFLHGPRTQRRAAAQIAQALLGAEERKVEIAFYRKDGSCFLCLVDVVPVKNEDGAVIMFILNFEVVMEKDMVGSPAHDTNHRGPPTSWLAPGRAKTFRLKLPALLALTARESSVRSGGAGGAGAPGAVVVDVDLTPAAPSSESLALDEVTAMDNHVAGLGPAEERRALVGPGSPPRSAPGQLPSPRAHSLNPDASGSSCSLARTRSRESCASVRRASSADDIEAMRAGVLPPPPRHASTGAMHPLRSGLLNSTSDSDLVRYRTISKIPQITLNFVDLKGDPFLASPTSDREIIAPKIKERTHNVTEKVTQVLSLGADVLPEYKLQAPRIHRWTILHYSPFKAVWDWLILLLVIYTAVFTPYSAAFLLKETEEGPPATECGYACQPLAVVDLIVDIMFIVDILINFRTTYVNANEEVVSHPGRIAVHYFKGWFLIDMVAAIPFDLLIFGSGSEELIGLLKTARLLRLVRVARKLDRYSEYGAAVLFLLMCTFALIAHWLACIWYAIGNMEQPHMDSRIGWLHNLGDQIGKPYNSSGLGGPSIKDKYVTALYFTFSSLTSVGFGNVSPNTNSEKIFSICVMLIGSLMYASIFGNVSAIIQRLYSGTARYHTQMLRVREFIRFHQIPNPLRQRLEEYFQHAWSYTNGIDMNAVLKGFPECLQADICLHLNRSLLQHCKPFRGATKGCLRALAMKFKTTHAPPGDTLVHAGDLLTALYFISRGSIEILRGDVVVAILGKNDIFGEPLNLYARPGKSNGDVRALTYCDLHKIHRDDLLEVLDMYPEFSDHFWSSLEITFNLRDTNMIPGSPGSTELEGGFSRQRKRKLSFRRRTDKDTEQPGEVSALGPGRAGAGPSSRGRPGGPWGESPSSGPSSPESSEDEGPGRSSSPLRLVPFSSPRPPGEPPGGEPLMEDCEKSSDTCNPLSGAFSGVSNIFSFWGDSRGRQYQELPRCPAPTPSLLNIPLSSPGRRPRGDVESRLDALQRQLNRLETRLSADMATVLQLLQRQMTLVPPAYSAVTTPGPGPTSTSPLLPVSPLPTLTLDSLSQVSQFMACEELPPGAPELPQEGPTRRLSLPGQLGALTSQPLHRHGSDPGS
#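 U2OS cells transduced with wild-type KCNH2 virus are loaded with FluxOr dye for 45 min, and thallium flux is measured in kinetic reads before and after stimulation buffer. Rate constants are normalized to DMSO controls.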
# * marks the source's active call; other numbers are inactive results; ? = inconclusive. % is set by controls: 0 for no effect and ±100 for the full control effect.
1. COc1ccc(OCC(=O)Nc2ccc3c(c2)nc(CCN2CCN(c4ccccn4)CC2)n3C)cc1
2. CCCCCCN1C[C@H](O)[C@@H](n2cc(COC(=O)c3ccccc3)nn2)C[C@@H]1c1ccc(Cl)cc1
3. Cc1ccc([C@H]2C[C@@H](n3cc(-c4ccc(F)cc4)nn3)[C@H](O)CN2C(=O)C2CCCCC2)cc1
4. CN(Cc1ccc(F)cc1)S(=O)(=O)c1ccc2[nH]c(=O)[nH]c2c1
5. C[C@@H]1CN([C@@H](C)CO)C(=O)CCCn2cc(nn2)CO[C@H]1CN(C)S(=O)(=O)c1ccc2ccccc2c1
6. CC1(C)CN(Cc2ccccc2)C(=O)[C@H]1CC(=O)Nc1ccccc1
7. CC(NS(=O)(=O)c1ccc(Br)cc1F)[C@H](O)c1ccccc1 (some centres undefined)
8. COc1ccc(NC(=O)N(C)[C@H]2C[C@H]3c4[nH]c5ccc(-c6ccc7c(c6)OCO7)cc5c4CCN3C[C@H]2[C@H](C)O)cc1
compound no.,1,2,3,4,5,6,7,8
KCNH2 3.1 block,-5,-6,-13,4,-17,7,0,-48
KCNH2 WT inh,29,18,4,4,-13,6,-10,-9

9. CC(C)C1C(=O)N(Cc2cn(CCC3OCCO3)nn2)CCS(=O)(=O)N1Cc1ccc(-c2ccccc2)cc1 (centres undefined)
10. O=C(NCCc1c[nH]c2ccccc12)c1ccc([N+](=O)[O-])o1
11. CC(C)c1cc(C(=O)N(C)C2CCCN(Cc3ccccc3F)C2)n(C)n1 (centres undefined)
12. CCCc1c(C(=O)N/N=C(\C)c2ccccn2)nnn1-c1nonc1N
13. COc1ccc(-c2ccc3[nH]c4c(c3c2)CCN2C(=O)[C@@H]([C@H](C)O)[C@@H](N(C)C(=O)Nc3cc(Cl)cc(Cl)c3)C[C@@H]42)cc1
14. CC(C)(C)OC(=O)N1CC2(CCCCC2)CC1Cc1ccc(C(F)(F)F)cc1 (centres undefined)
15. CSc1nc(SCc2ccccc2)[nH]c(=O)n1
16. CCOC(=O)CN(C(=O)c1snc(C(N)=O)c1N)C(C(=O)NCCC(C)C)c1ccc(C)cc1 (centres undefined)
compound no.,9,10,11,12,13,14,15,16
KCNH2 3.1 block,-10,5,-13,4,-6,3,-1,6
KCNH2 WT inh,28,-9,-4,1,3,1,-1,7

17. O=C1NC(Cc2ccccc2)c2nc3ccc(F)cc3c(=O)n2-c2ncccc21 (centres undefined)
18. COc1cc2nc(CN3CCN(S(=O)(=O)c4ccccc4[N+](=O)[O-])CC3)[nH]c(=O)c2cc1OC
19. CC(c1ccc2ccccc2c1)c1ccccc1C(=O)O (centres undefined)
20. CCN(CC)C(=O)C1=C(C)N(Cc2ccc(OC)cc2)C(=O)C(CC(=O)NCCCN(C)C)C1 (centres undefined)
21. C[C@@H]1CN([C@@H](C)CO)C(=O)CCCn2nncc2CO[C@@H]1CN(C)C(=O)Nc1cccc2ccccc12
22. COc1ccc(CNC(=O)C[C@@H]2C[C@H]3c4cc(NC(=O)NC5CCCC5)ccc4O[C@H]3[C@H](CO)O2)cc1
23. Cc1ccc(S(=O)(=O)N(C)C[C@@H]2Oc3ncc(C#CCC(C)C)cc3C(=O)N([C@H](C)CO)C[C@H]2C)cc1
24. O=C(c1ccco1)N1CCN(C(=O)c2ccc(Br)o2)CC1
compound no.,17,18,19,20,21,22,23,24
KCNH2 3.1 block,5,-1,-13,23,-11,3,-11,3
KCNH2 WT inh,-7,7,-11,-1,-42,-4,1,19

25. CC(=O)N1C[C@H]2CON(C)[C@H]2C[C@H]1c1ccc(-c2cccnc2)cc1
26. COc1ccc(NC(=O)CN2C(=O)NC(C)(Cc3ccc(OC)c(OC)c3)C2=O)cc1 (centres undefined)
27. CCCNCC(=O)Nc1sc2c(c1C(=O)Nc1c(C)n(C)n(-c3ccccc3)c1=O)CCCC2
28. C[C@@H](CO)NC(=O)c1[nH]cnc1C(=O)Nc1cccc(Cl)c1
29. O=C(COC(=O)c1ccc(F)cc1Cl)NC1CC1
30. C=CCOc1ccc(C[C@H](N)C(=O)NC[C@H]2O[C@@H](n3cc(C)c(=O)[nH]c3=O)C[C@@H]2O)cc1
31. CC(Sc1ccc(S(=O)(=O)N2CCN(C)CC2)cn1)C(=O)NC1CCCC(C)C1C (centres undefined)
32. COc1ccc(C(=O)N/C(=C\c2ccc(Cl)cc2)C(=O)NCc2ccncc2)cc1
compound no.,25,26,27,28,29,30,31,32
KCNH2 3.1 block,-2,-5,-17,20,-2,-10,-2,?
KCNH2 WT inh,1,-5,2,10,-2,-10,-1,10

33. CCOc1ccc(NC(=O)COC(=O)C2COc3ccccc3O2)cc1 (centres undefined)
34. CSC[C@H]1CN(c2ccc(Br)cc2)C(=O)[C@@H]1CC(=O)Nc1ccc(Br)cc1
35. COc1ccccc1NC(=O)c1ccccc1SCC(=O)N1CCCC1
36. O=C(NCCOc1ccccc1)c1ccccc1F
37. COc1ccccc1CNC(=O)C(=O)c1cn(CC(=O)N2CCCCC2)c2ccccc12
38. Cc1cc(NCC(=O)Nc2ccc(C)c(S(=O)(=O)N3CCOCC3)c2)ccc1Br
39. CC1(c2nc3ccccc3cc2C#N)OCCO1
40. Cc1ccc([C@H]2C[C@@H](n3cc(COC(=O)c4ccccc4)nn3)[C@H](O)CN2Cc2cccs2)cc1
compound no.,33,34,35,36,37,38,39,40
KCNH2 3.1 block,-2,-3,2,3,22,-11,-8,-1
KCNH2 WT inh,19,11,?,6,-12,2,9,-3

41. COc1cc(NC(=O)CSc2nnc3ccccn23)cc(OC)c1OC
42. OC(COc1ccc(-c2ccccc2)cc1)CN1CCCCC1 (centres undefined)
43. Cc1ccc(C(=O)NCC(=O)N(C)Cc2ccccc2C)s1
44. Cc1cc(OCC(=O)OCC(=O)NC2CCS(=O)(=O)C2)ccc1Cl (centres undefined)
45. C(=NNc1nnn(Cc2ccccc2)n1)c1ccccc1
46. O=C1NC(Cc2ccccc2)c2nc3ccc(F)cc3c(=O)n2-c2cc3ccccc3cc21 (centres undefined)
47. CC(C)CN(C(=O)Cn1nnc(-c2ccc(Cl)cc2)n1)C1CCS(=O)(=O)C1 (centres undefined)
48. Cc1ccc(C(=O)NCC(=O)OCc2nc3ccsc3c(=O)[nH]2)cc1C
compound no.,41,42,43,44,45,46,47,48
KCNH2 3.1 block,-26,-73*,-13,12,10,0,8,8
KCNH2 WT inh,4,14,-5,14,-10,19,-2,-15

49. C=CCN1C(=O)C(=Cc2ccc3c(c2)CCC3)SC1=S
50. Cc1ccc([C@@H]2C[C@H]3[C@@H](CN2S(=O)(=O)c2ccc(Cl)cc2)C(=O)C[C@@H](c2ccccc2F)N3S(=O)(=O)c2ccc(C)cc2)cc1
51. CCC/C=C/c1ccc(CN2C(C(C)C)C(=O)N(Cc3cn(CCC4OCCO4)nn3)CCS2(=O)=O)cc1 (centres undefined)
52. C[C@H](CO)N1C[C@H](C)[C@H](CN(C)C(=O)Nc2ccc(N3CCN(C)CC3)cc2)OCc2cnnn2CCCC1=O
53. COc1ccc(CN(C)C[C@H]2OCCCC[C@H](C)Oc3ccc(NC(=O)CCC(F)(F)F)cc3C(=O)N([C@@H](C)CO)C[C@@H]2C)cc1
54. COc1ccc(NC(=O)c2cccc3ccccc23)cc1OC
55. C[C@@H]1CCCCO[C@H](CN(C)C)[C@H](C)CN([C@@H](C)CO)C(=O)c2cc(NC(=O)Nc3ccc(C(F)(F)F)cc3)ccc2O1
56. N#Cc1ccccc1OCC(=O)N1CC(=O)Nc2ccccc21
compound no.,49,50,51,52,53,54,55,56
KCNH2 3.1 block,-24,9,3,2,-12,-29,12,7
KCNH2 WT inh,-5,7,0,1,-4,4,7,0

57. Nc1cc(=O)nc2cn[nH]n12
58. C[C@H](CO)N1C[C@H](C)[C@H](CN(C)S(=O)(=O)c2ccccc2F)OCc2cnnn2CCCC1=O
59. COc1ccc(OC)c(C2=CC(=O)C[C@H](c3ccc(F)cc3)C2)c1
60. COc1cc(C)c(CN2CCN(C(=O)CCC(=O)c3ccc(C)s3)CC2)cc1OC
61. N#Cc1ccc(C(=O)N2CCC3CC2c2cc(N4CCCCC4)ccc23)cc1 (centres undefined)
62. C[C@@H]1CN([C@@H](C)CO)C(=O)c2cc(Br)cnc2O[C@H]1CN(C)C(=O)Nc1ccc(F)cc1
63. C[C@@H]1CN([C@H](C)CO)C(=O)c2cc(Br)cnc2O[C@@H]1CN(C)C(=O)Nc1cccc(F)c1
64. CC#CC(=O)N1CCC(n2nccc2NC(=O)CCc2ccccc2)CC1
compound no.,57,58,59,60,61,62,63,64
KCNH2 3.1 block,20,-1,-18,3,-24,9,9,-9
KCNH2 WT inh,9,16,0,2,-18,-3,-25,-8

65. CCCCCC(=O)N1C[C@H](n2cc(COC(=O)c3ccccc3)nn2)[C@@H](O)C[C@@H]1c1ccc(C)cc1
66. Cc1ccc(CN(C)C[C@@H]2OCc3cnnn3CCCC(=O)N([C@H](C)CO)C[C@H]2C)cc1
67. CC1(C)N=C(N)N=C(N)N1c1ccc(CCCCc2ccccc2)cc1
68. C[C@@H]1CN([C@H](C)CO)C(=O)c2cc(-c3ccc(C(=O)N(C)C)cc3)cnc2O[C@@H]1CN(C)C(=O)c1cccnc1
69. CCN(CC(=O)NCc1cccs1)C(=O)/C=C/c1ccc(F)cc1
70. CNC(=O)C[C@H]1C(=O)N(c2ccccc2)C[C@@H]1C
71. Cc1ccc(C(=O)OCC(=O)Nc2cccc(S(=O)(=O)N3CCCCC3)c2)s1
72. CC1=CC(=O)C2(C)C(C)=C(C)C12C (centres undefined)
compound no.,65,66,67,68,69,70,71,72
KCNH2 3.1 block,-3,1,3,15,-5,-1,6,3
KCNH2 WT inh,-21,0,0,2,16,-3,38,-12

# Shown with values under each structure: part of the list above.
# Each structure is followed by: KCNH2 3.1 block	KCNH2 WT inh
69: CCN(CC(=O)NCc1cccs1)C(=O)/C=C/c1ccc(F)cc1
    -5	16
68: C[C@@H]1CN([C@H](C)CO)C(=O)c2cc(-c3ccc(C(=O)N(C)C)cc3)cnc2O[C@@H]1CN(C)C(=O)c1cccnc1
    15	2
71: Cc1ccc(C(=O)OCC(=O)Nc2cccc(S(=O)(=O)N3CCCCC3)c2)s1
    6	38
66: Cc1ccc(CN(C)C[C@@H]2OCc3cnnn3CCCC(=O)N([C@H](C)CO)C[C@H]2C)cc1
    1	0
70: CNC(=O)C[C@H]1C(=O)N(c2ccccc2)C[C@@H]1C
    -1	-3
65: CCCCCC(=O)N1C[C@H](n2cc(COC(=O)c3ccccc3)nn2)[C@@H](O)C[C@@H]1c1ccc(C)cc1
    -3	-21

# The list continues.
73. C[C@H](CO)N1C[C@H](C)[C@@H](CN(C)S(=O)(=O)c2ccc(-c3ccccc3)cc2)OCc2cn(nn2)CCCC1=O
74. O=C(CCCCC(=O)NN=Cc1ccc2c(c1)CCC2)NN=Cc1ccc2c(c1)CCC2
75. CC1=C(C(=O)N2CCOCC2)CC(CC(=O)NCc2ccco2)C(=O)N1CCC1=CCCCC1 (centres undefined)
76. COCc1c(C(=O)NCC(c2ccco2)N2CCCC2)oc2ccccc12 (centres undefined)
77. COc1cc(C(=O)N2CCN(C3=NS(=O)(=O)c4ccccc43)CC2)cc(OC)c1OC
78. C[C@H](CO)N1C[C@H](C)[C@H](CN(C)C(=O)NC2CCCCC2)Oc2ncc(Br)cc2C1=O
79. Cc1ccc(NC(=O)CCc2ccccc2)cc1C
80. COc1ccccc1NC(=O)N(C)C[C@H]1OCc2cnnn2CCCC(=O)N([C@@H](C)CO)C[C@H]1C
compound no.,73,74,75,76,77,78,79,80
KCNH2 3.1 block,-20,5,-25,6,-39,-3,5,19
KCNH2 WT inh,-5,-7,-7,12,6,-4,-2,-22

81. Cc1ccc([C@H]2C[C@H](O)[C@@H](n3cc(-c4ccc(F)cc4)nn3)CN2Cc2cccs2)cc1
82. Cc1ccc([C@H]2C[C@H](O)[C@@H](n3cc(-c4ccc(F)cc4)nn3)CN2C(=O)c2cccs2)cc1
83. CC1CCN(S(=O)(=O)N2CCC(C(=O)NCc3ccc(F)cc3Cl)CC2)CC1
84. CCCCN1C[C@H](Cc2ccccc2)[C@@H](CC(=O)NC)C1=O
85. C[C@@H]1CN([C@H](C)CO)C(=O)c2cc(Br)cnc2O[C@@H]1CN(C)C(=O)NC1CCCC1
86. CCOC(=O)c1cc(OC(C)=O)c2ccc(OC)c(OC)c2c1
87. COc1cccc(-c2ccc(C3=CC(=O)CC(C)(C)C3=O)cc2)c1OC
88. CCCCCCN1C[C@H](n2cc(C3CC3)nn2)[C@@H](O)C[C@@H]1c1ccc(C)cc1
89. Nc1nc(N)c2cc(S(=O)(=O)c3cccc(C(F)(F)F)c3)ccc2n1
compound no.,81,82,83,84,85,86,87,88,89
KCNH2 3.1 block,-36,-9,-14,-9,-11,1,5,-9,-5
KCNH2 WT inh,-6,-8,0,0,-8,2,-29,8,6

# An excerpt (hit frequency here may not be typical).
